PGC1a acetyl inh: inhibitors of PGC1a acetylation signal, primary screen, cell-based, U2OS, AlphaScreen, inhibitor mode. AlphaScreen anti-acetyl-lysine; with virally co-expressed GCN5 acetyltransferase. inhibition, % at 15.6 µM. 350,000 compounds, 0.17% hits. AID 651687, 2012;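 active means every replicate shows inhibition of at least 40%; inconclusive means mean inhibition at least 40% but some replicate below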;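 further: 0% = neutral control wells and 100% = positive control wells; some results beyond the cut were filed as inactive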
Casp6 inh: human caspase-6 inhibitors, primary screen, biochemical, VEID-R110 fluorescence, single point, set 2; P55212; purified caspase-6, Z-VEID-R110 cleavage fluorescence; inhibition, % at 12.5 µM; 350,000 compounds, 0.53% hits;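 active means mean inhibition across replicates at least about 35%, with every replicate also reaching that limit, limit read from the data; inconclusive means only one of the two criteria met; inactive means neither criterion met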;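 further: 0% = median of neutral control wells and 100% = no fluorescence left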
Target sequence (P55212 24-179 limits assumed): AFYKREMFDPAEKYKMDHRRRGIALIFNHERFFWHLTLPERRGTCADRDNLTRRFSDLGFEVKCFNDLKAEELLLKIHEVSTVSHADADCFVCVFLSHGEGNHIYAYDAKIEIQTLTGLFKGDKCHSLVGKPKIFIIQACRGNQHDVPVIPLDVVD
Target sequence (P55212 194-293 limits assumed): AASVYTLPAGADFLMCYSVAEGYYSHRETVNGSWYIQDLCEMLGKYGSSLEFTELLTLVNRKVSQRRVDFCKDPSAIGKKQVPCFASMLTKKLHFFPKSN
PAX8 inh HTS: inhibitors of PAX8-driven TPO luciferase reporter, primary screen, RMG-I cells, single concentration; SteadyGlo, 24 h; inhibition, % at 12.6 µM; 360,000 compounds, 1.2% hits; AID 652154, 2013;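 active means mean replicate inhibition at least 60% with every replicate also reaching 60%; inconclusive means only one of the two criteria is met; inactive means mean below 60% and not all replicates reaching 60%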;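 further: luciferase light reporting Pax8 driven TPO promoter activity; plate controls were median of neutral control wells for no effect and mitoxantrone controls for full effect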
EWS-Fli block: EWS/Fli-driven NR0B1 reporter inhibitors, primary screen, A673 cells, NR0B1 luciferase, luminescence, MLPCN library; viability-normalised; inhibition, % at 12.6 µM; 350,000 compounds, 0.67% hits;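 active means mean inhibition of at least 50% after viability correction, with every replicate also passing that limit; inconclusive means mean reaches 50% but only one of two replicates passes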;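 further: firefly luciferase signal divided by Alamar Blue viability fluorescence both relative to DMSO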
FN deposition inh: inhibitors of fibronectin matrix deposition, primary screen, AH1F cells, Alexa488-fibronectin fluorescence, plate reader. AH1F fibroblasts, overnight. inhibition, % at 12.6 µM. 350,000 compounds, 0.086% hits;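 active means mean inhibition across replicates of 30% or more, regardless of how many single replicates reach that level; inconclusive means mean under 30% yet at least half of replicates reach 30%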;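 further: positive control wells lacked labelled fibronectin entirely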
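test system = AH1F fibroblasts assembling fluorescent fibronectin matrix | quantity = 10000 AH1F cells per well | buffer or medium = DMEM plus 2% serum, read in PBS | doses = single dose, pinned | incubation = 1 h cell attachment, overnight exposure to compound and label | detection = fluorescence at 485 nm excitation, 525 nm emission | read-out basis = inhibition from reduced deposited-fibronectin fluorescence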
miR122 inh: miR-122 Renilla sensor signal increase in Huh7, primary screen, miR-122 inhibitor project, cell-based, single point, plate reader; 340,000 compounds, 0.3% hits; activation (reporter increase), % at 12.5 µM; Huh7 miR-122 Renilla luciferase sensor, 48 h; neutral wells = 0, positive control = 100; AID 602342, 2012;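 active means mean replicate activation score at least 90 and every replicate individually at or above 90; inconclusive means only one of the two criteria met; inactive means neither criterion met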;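 further: higher luciferase means less miR-122 activity so hits act as miR-122 inhibitors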
Cneo AK release: Cryptococcus neoformans cell lysis inducers, primary screen, AK release luminescence, single concentration. C. neoformans lysis, adenylate kinase release luminescence, 4 h; normalised: neutral wells 0, clomiphene wells 100. 360,000 compounds, 0.2% hits. AID 651654, 2012. lysis activity, % at 15 µM;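 active means mean lysis activity across replicates of at least 80%, whatever share of replicates individually reach that level; inactive means mean lysis activity below 80%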
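Test system: log-phase Cryptococcus neoformans yeast cells; Quantity: yeast cell density of 5 × 10^6 cells/mL; Buffer or medium: YPD; Doses: single compound concentration per well; Timing: 4 h at 37 °C static, read 1 h later; Measured by: AK luminescence; Read-out basis: lysis from increased AK signal; Control set: Clomiphene as positive control.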
LGR2 inh: inhibitors of bursicon-induced LGR2 CRE-luciferase signal, primary screen, cell-based, HEK293, CRE-luciferase reporter, bursicon stimulation; Drosophila bursicon receptor LGR2 (rickets); bursicon-stimulated, 4 h; inhibition, % at 9.99 µM; 380,000 compounds, 0.35% hits; AID 720647, 2013;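 active means drop in luminescence signal, shown as inhibition above about 50% in the replicate tests, limit read from the data, passing the limit was not always enough; inconclusive means probably only some replicates passing the limit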;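 further: agonist challenge used bursicon conditioned medium at about half maximal strength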
Active calls of the source: *; u = inconclusive; x = not tested or not shown; & = joins results of further samples; [ ] = remark or other dose.

canonical_smiles,FN deposition inh,Casp6 inh,Cneo AK release,EWS-Fli block,PAX8 inh HTS,PGC1a acetyl inh,miR122 inh,LGR2 inh
CCOC(=O)c1c(NC(=O)c2cc3n(n2)C(C(F)(F)F)CC(c2ccccc2)N3)sc(C)c1C (configuration not stated),-0.2,-3.3,-4.4,0.0,33.7,-2.5,-2.3,-12.2
C[C@H](CO)N1C[C@H](C)[C@@H](CN(C)Cc2ccc(-c3ccccc3)cc2)Oc2ccc(NC(=O)Cn3cnnn3)cc2C1=O,10.8,-2.8&1.0,2.7&1.7,-2.0&-3.5,-14.7&-10.4,-0.5&2.2,7.0,0.4&2.3
O=C(OCC(=O)N1CCC(Cc2ccccc2)CC1)c1cncc(Br)c1,-2.8,0.4,1.5,2.9,-12.5,5.7,2.2,11.2
C#Cc1ccc([C@@H]2C=C(C(=O)OCC=C)O[C@H](OCCCCO)C2)cc1,-12.0,1.4,-0.6,-3.3,-11.2,-2.6,2.9,5.4
COc1ccc(O)c(/C=N/NS(=O)(=O)c2ccc(C)cc2)c1,3.3,0.2,2.2,-15.0,16.2,11.0,7.1,-7.9
COc1ccc(-c2[nH]ncc2-c2nc(C)cs2)c(O)c1,-0.3,2.2,x,1.8,14.5,6.0,-0.7,-4.3
COc1ccc(CCNC(=O)COc2ccc([N+](=O)[O-])cc2)cc1,2.9,4.4,5.3,3.4,-4.7,-5.5,-5.8,-12.0
Cc1ccc(Cn2c(=O)n(-c3ccccc3)c(=O)c3ccc(C(=O)NCc4ccco4)cc32)cc1,0.3,-4.5,-1.4,3.1,3.1,0.5,67.0,3.5
COc1ccc(C(=O)N2CCCC(CO)C2)cc1OC1CCN(C(C)C)CC1 (configuration not stated),-5.0,-2.5,2.8,-3.7,-3.6,x,-2.8,-2.8
CCOc1ccccc1Nc1nnc(SCC(=O)N(C)C2CCS(=O)(=O)C2)s1 (configuration not stated),-4.2,1.4,x,5.7,-5.4,0.5,-3.0,x
Fc1ccc2nc(Nc3nc4c(s3)CCCC4)sc2c1,-2.9,x,0.5,x,-139.7,-2.1,3.4,x
Cc1cccc(NS(=O)(=O)c2cc3c4c(c2)CC(=O)N4CCC3)c1C,8.0,5.8,1.2,-10.3,12.6,-12.9,5.1,-9.1
CS(=O)(=O)N(Cc1ccc(C(=O)NC2CCCC2)cc1)c1ccccc1,18.6,-3.5,x,5.1,-2.5,x,x,x
CC(C)(C)OC(=O)C[C@@H]1C/C=C\C[C@H](CC(=O)N(CCO)Cc2ccccc2)C(=O)N[C@H](Cc2ccccc2)COC1=O,-2.9,2.9,4.9,3.5,7.7,-7.3,5.8,0.6
Cc1ccc(-c2nn(-c3ccccc3)cc2C(=O)Nc2ccc(C(=O)O)cc2)cc1,-4.2,4.2,x,-37.4,13.5,10.3,x,-25.1
COc1cccc(S(=O)(=O)N2C[C@H](O)COC[C@H]3O[C@@H](CC(=O)NCCCN4CCOCC4)CC[C@@H]32)c1,-2.4,1.4,0.6,16.8,-0.8,0.0,-1.0[16.7 µM],3.2
COc1ccc(NC(=O)Nc2ccc3c(c2)C(=O)N([C@@H](C)CO)C[C@H](C)[C@@H](CN(C)Cc2ccncc2)OCCCC[C@H](C)O3)cc1,x,-3.4,-0.5,2.9,-1.9,4.1,4.9[16.7 µM],4.5
COc1cccc(NC(=O)C2(C)CCN2C(=O)Cc2cccc3ccccc23)c1 (configuration not stated),2.8,-0.7,-2.5,15.1,7.4,15.1,0.7,7.8
CC1(C)CC2CC(C)(CN2S(=O)(=O)c2cccc(C(=O)OCC(=O)NC(N)=O)c2)C1 (configuration not stated),2.8,6.7,2.9,4.8,-14.0,x,x,12.5
COc1ccccc1-c1cnnc(N/N=C/c2ccc(-c3cccc(Br)c3)o2)n1,6.5,x,1.6,x,-3.0,x,6.4,x
COc1ccc([C@H]2CC(=O)C=C(c3ccc(Oc4ccccc4)cc3)C2)cc1OC,17.4,5.1,1.3,19.5,40.7,x,-9.3,-1.8
CCC(=O)N1CC2(C1)[C@@H](c1ccccc1)[C@@H](CO)N2Cc1ccccc1F,x,-0.6,x,-0.8,-2.5,-8.6,x,-5.7
Cc1ccc(Nc2ncc(C(=O)NCCCN3CCN(C)CC3)c3ccccc23)cc1Cl,2.7,x,x,7.9,13.5,x,x,-0.9
C[C@H](O)C#Cc1ccc2c(c1)O[C@@H](CN(C)CC1CC1)[C@H](C)CN([C@H](C)CO)S2(=O)=O,x,x,x,18.6,x,-5.5,-0.1[16.7 µM],8.2
COCCCNC(=O)Cn1cc(/C=C(\C#N)C(=O)NC2CC2)c2ccccc21,-9.6,1.5,-0.3,5.9,19.0,x,-1.0,0.1
O=S1(=O)CC(N2CCN(Cc3ccccc3F)CC2)CN1Cc1cn(Cc2ccccc2)nn1 (configuration not stated),15.9,0.2,x,-2.8,-7.1,x,x,-14.4
O=C(C[C@@H]1CC[C@@H]2[C@H](COC[C@H](O)CN2C(=O)c2ccccc2)O1)NC1Cc2ccccc2C1,-17.2,-0.6,0.7,-3.8,-10.9,6.7,-1.8[16.7 µM],-1.4
CCN1[C@@H]2c3ccc(-c4ccccc4OC)c(=O)n3C[C@@H]2[C@@H](CO)[C@@H]1C(=O)NCC1CC1,x,0.2,-0.1,4.6,2.3,-3.1,-1.6[16.7 µM],5.4
CC(C)=CCCC1=CC[C@H]2[C@@H](C1)C(C(C)C)=CC(=O)[C@@]2(C)O,4.4,-11.5,x,1.5,-14.9,x,x,-3.3
Cc1cc(Cl)c(OCCOCCN2CCCC(C)C2)c(Br)c1 (configuration not stated),-8.1,-6.0,-6.6,9.3,12.0,5.1,2.6,-5.6
CNC[C@@H]1Oc2c(NC(=O)NC3CCCCC3)cccc2C(=O)N([C@H](C)CO)C[C@@H]1C,-3.5,-1.5,1.5,9.6,-9.0,1.5,0.6[16.7 µM],-10.0
CC(=O)Nc1ccc(CN2CCCC(C(=O)c3ccc(C(F)(F)F)cc3)C2)cc1 (configuration not stated),8.8,-4.1,x,6.4,0.2,0.9,x,-4.2
CCOC(=O)C1CCN(Cc2nnc(-c3cccc(Br)c3)o2)CC1,-9.3,0.0,-1.7,9.1,3.5,-8.5,5.9,9.2
Cc1ccc(Nc2cc(C)nc3ccc(C)cc23)cc1,0.9,-1.2,1.8,11.5,18.8,x,x,9.4
CCCC#Cc1ccc2c(c1)O[C@@H](CN(C)S(C)(=O)=O)[C@H](C)CN([C@@H](C)CO)S2(=O)=O,-15.1,0.8,-1.5,-1.1,x,9.7,4.5[16.7 µM],-0.9
C[C@H]1CN([C@@H](C)CO)C(=O)c2cc(C#CCc3ccccc3)cnc2O[C@H]1CN(C)Cc1ccccc1,x,-0.1,x,22.3,20.4,1.9,x,u

Copied from the list:
C[C@H]1CN([C@@H](C)CO)C(=O)c2cc(C#CCc3ccccc3)cnc2O[C@H]1CN(C)Cc1ccccc1 – Casp6 inh = -0.1
CC(=O)Nc1ccc(CN2CCCC(C(=O)c3ccc(C(F)(F)F)cc3)C2)cc1 (configuration not stated) – FN deposition inh = 8.8
O=C(C[C@@H]1CC[C@@H]2[C@H](COC[C@H](O)CN2C(=O)c2ccccc2)O1)NC1Cc2ccccc2C1 – Cneo AK release = 0.7
CCOC(=O)C1CCN(Cc2nnc(-c3cccc(Br)c3)o2)CC1 – FN deposition inh = -9.3

The list goes on:
canonical_smiles,FN deposition inh,Casp6 inh,Cneo AK release,EWS-Fli block,PAX8 inh HTS,PGC1a acetyl inh,miR122 inh,LGR2 inh
O=C(CCc1ccc(S(=O)(=O)N2CCOCC2)cc1)Nc1ccccc1F,1.8,1.6,8.4,9.4,-6.6,9.2,4.5,-22.2
Cc1cc(C)c(NC(=O)C2CCCN2CCO)c(C)c1 (configuration not stated),1.9,x,-2.8,x,x,11.7,-10.1,x
COc1ccccc1CC1(C)NC(=O)N(CC(=O)Nc2cc(C)on2)C1=O (configuration not stated),-4.4,x,0.6,x,1.4,1.5,-0.3,x
Cn1c(=O)nc2n(Cc3ccccc3)c3cccc(Cl)c3cc-2c1=O,-2.7,x,-3.4,x,x,x,0.8,-20.6
COc1ccc(CN(C(=O)c2ccc(C)cc2)C2CCS(=O)(=O)C2)cc1 (configuration not stated),-10.1,-0.1,-0.3,-1.2,10.1,9.9,-5.5,10.0
CC(=O)N1CCCc2ccc(NS(=O)(=O)c3ccccc3)cc21,2.2,-2.3,x,4.9,-15.3,-1.4,14.0,12.7
Cn1c(=O)[nH]c(=O)c2c1nc(Br)n2CCSc1ncccn1,x,x,-1.1,x,x,-5.2,-2.0,20.5
O=C(c1cccnc1)N1C[C@@H]2[C@H](c3ccccc31)[C@@H](CO)N2C(=O)Nc1cccc(F)c1,x,-13.3,0.7,3.1,-2.6,-0.5,0.0[16.7 µM],0.0
Cc1oc(-c2ccccc2Cl)nc1CS(=O)CC(=O)NCc1ccc(Cl)cc1 (configuration not stated),0.3,4.4,1.7,x,11.6,x,-4.8,-11.8
COc1cccc(NC(=O)c2sc3nc(N4CCOCC4)c4c(c3c2N)CCCC4)c1,6.2,-3.8,-1.5,-85.8,-108.8,-20.7,-3.1,-81.2
CCOC(=O)c1sc(=NC(=O)c2ccc(Cl)s2)n(C)c1C,x,-2.3,x,-71.2,-2.2,6.8,x,-68.1
CC1(C)CC(=O)C=C(NCCN2CCN(C(=S)NC3CCCCC3)CC2)C1,-0.1,-4.4,x,-9.1,-4.2,-3.0,-2.1,2.1

Structural class, those above containing a furan ring, fused or not.
canonical_smiles,FN deposition inh,Casp6 inh,Cneo AK release,EWS-Fli block,PAX8 inh HTS,PGC1a acetyl inh,miR122 inh,LGR2 inh
Cc1ccc(Cn2c(=O)n(-c3ccccc3)c(=O)c3ccc(C(=O)NCc4ccco4)cc32)cc1,0.3,-4.5,-1.4,3.1,3.1,0.5,67.0,3.5
COc1ccccc1-c1cnnc(N/N=C/c2ccc(-c3cccc(Br)c3)o2)n1,6.5,x,1.6,x,-3.0,x,6.4,x

Other compounds
canonical_smiles,FN deposition inh,Casp6 inh,Cneo AK release,EWS-Fli block,PAX8 inh HTS,PGC1a acetyl inh,miR122 inh,LGR2 inh
CN1[C@@H](COCc2ccccc2)C=CS1(=O)=O,14.2,0.4,2.9,16.3,-15.4,14.0,7.6,0.8
COc1ccc(N(C(=O)c2cccnc2)S(=O)(=O)c2ccc(OC)c(OC)c2)cc1,1.7,-2.5,-0.8,-9.3,7.1,8.8,20.4,8.3
O=C(Nc1ccccc1)OC1CCCCc2cccnc21 (configuration not stated),-6.8,1.3,1.0,-44.3,-34.9,3.3,x,-13.0
COCc1ccc(C(=O)N2CCN(CC(=O)N3CCCC3)CC2)cc1,4.9,-1.3,1.8,-4.0,-5.0,1.9,-10.7,-66.4
